D2 ag: D2 dopamine receptor (human) agonism. P14416. HEK293 T-REx D2 cells, calcium flux agonist mode. activation, % at 2 µM. actives 0.53% (n = 340,000). AID 485358;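 active = activation over 3 SD above normal in the single-dose calcium agonist read, cut at about 30% in these data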; also: 0% is about no effect
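Agonism is scored from calcium flux in a force-coupled, inducible HEK293 cell line expressing D2, read kinetically for 180 s after compound addition against dopamine controls.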
D1 antagonist: antagonists of human D1 dopamine receptor; P21728; HEK293 TREx D1 cells, calcium flux, dopamine EC80; active compounds read low; activity change, negative = inhibition, % at 10 µM; actives 3.2% (n = 360,000); AID 504652; in the data active = activity change below about -30%; also: % is scaled to controls: 0 for no effect and ±100 for the full control effect
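Cells carrying a force-coupled, tetracycline-inducible human D1 receptor report calcium flux. Each well gets a 10 s baseline, compound with 180 s monitoring, then an EC80 dopamine stimulus with a second 180 s kinetic read.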
RXFP1 antagonist: antagonists of human relaxin receptor RXFP1; Q9HBX9; HEK293-RXFP1, relaxin-stimulated cAMP HTRF, 30 min; active compounds read low; activity change, negative = inhibition, % at 57.5 µM; actives 0.59% (n = 350,000);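 active = activity change of -60% or lower, but not beyond a set lower limit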; also: % is scaled to controls: 0 for no effect and ±100 for the full control effect
Target sequence (Q9HBX9 whole entry, looked up): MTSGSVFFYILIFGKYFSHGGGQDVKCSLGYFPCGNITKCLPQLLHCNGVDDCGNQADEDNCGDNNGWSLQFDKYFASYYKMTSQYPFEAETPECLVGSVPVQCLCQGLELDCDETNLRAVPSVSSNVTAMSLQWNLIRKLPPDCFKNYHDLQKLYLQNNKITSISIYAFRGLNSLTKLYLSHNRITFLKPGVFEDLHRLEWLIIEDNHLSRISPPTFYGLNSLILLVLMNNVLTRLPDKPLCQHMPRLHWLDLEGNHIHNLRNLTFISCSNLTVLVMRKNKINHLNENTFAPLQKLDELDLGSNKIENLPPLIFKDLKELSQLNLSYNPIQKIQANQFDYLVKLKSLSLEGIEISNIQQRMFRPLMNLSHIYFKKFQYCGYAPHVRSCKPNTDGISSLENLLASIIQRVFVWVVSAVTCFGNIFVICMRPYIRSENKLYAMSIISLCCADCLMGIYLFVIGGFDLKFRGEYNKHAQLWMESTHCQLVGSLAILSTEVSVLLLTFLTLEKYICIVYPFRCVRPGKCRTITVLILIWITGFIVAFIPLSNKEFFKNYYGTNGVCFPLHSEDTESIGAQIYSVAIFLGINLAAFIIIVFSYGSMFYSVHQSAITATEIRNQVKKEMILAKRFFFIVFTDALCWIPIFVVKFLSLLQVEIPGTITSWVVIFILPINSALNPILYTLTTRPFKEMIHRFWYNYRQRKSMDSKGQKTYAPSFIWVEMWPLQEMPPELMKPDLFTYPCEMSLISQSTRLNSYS
D1 agonist: activates the human D1 dopamine receptor; actives 1% (n = 360,000); activation, % at 2 µM; P21728; HEK293 T-REx D1 cells, calcium flux, agonist mode; also: 0% is about no effect
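Inducible HEK293 T-REx D1 cells, force-coupled to calcium signalling, were plated at 4000 cells/well with tetracycline and held overnight at 30 C. After no-wash calcium dye loading, compound-evoked calcium rise over 180 s flagged agonists.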
TRHR PAM: allosteric enhancers of human TRH receptor; P34981; TRHR cells, fluo-8 calcium fluorescence, EC20 TRH enhancement; enhancement, % at 2 µM; actives 0.66% (n = 360,000); AID 493056; in the data active = enhancement above about 30%; also: 0% is about no effect
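TRHR-expressing cells loaded with fluo-8 calcium dye were read kinetically (ex 480/em 530) during compound addition, then stimulated with an EC20 of TRH (10 nM final). Enhancement of the Gq-mediated intracellular calcium response was scored.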
D1 potentiator: human D1 dopamine receptor positive modulation | P21728 | HEK293 TREx D1 cells, calcium flux, dopamine EC20 potentiation | potentiation, % at 10 µM | actives 0.036% (n = 360,000) | AID 504651; in the data active = potentiation above about 30%; also: 0% is about no effect
D2 PAM: positive allosteric modulators of human D2 dopamine receptor; HEK293 T-REx D2, calcium flux, EC20 dopamine potentiation; AID 485347; potentiation, % at 10 µM; actives 0.34% (n = 340,000); P14416;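 active = potentiation over 3 SD above the plate norm, cut at about 30% in these data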; also: 0% is about no effect
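Potentiation of an EC20 dopamine calcium response measured kinetically over 180 s, after a preceding 180 s compound-only read flagging agonists. Cells: inducible Hek293 Trex D2 line, 4000/well, cultured overnight at 30 C before dye loading.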
D2 antagonist: D2 dopamine receptor (human) antagonism | HEK293 TREx D2 cells, calcium flux, dopamine EC80 | inhibition, % at 10 µM | actives 2% (n = 340,000) | AID 485344; in the data active = inhibition above about 30%; also: 0% is about no effect
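HEK293 T-REx D2 cells, tet-induced, calcium dye no-wash. Cpd pintool add, 180 s kinetic, then EC80 DA, 180 s kinetic. Ca flux read.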
TRHR ag: agonists of human TRH receptor | P34981 | TRHR cells, calcium flux fluo-8, FDSS agonist mode | activation, % at 2 µM | actives 0.18% (n = 360,000) | AID 493084; also: 0% is about no effect
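TRHR-expressing cells loaded with fluo-8 calcium dye; 23 nL library compound pin-transferred, kinetic FDSS fluorescence (Ex 480/Em 530) recorded about 180 s for agonist-induced calcium release, before a 10 nM TRH EC20 addition for potentiator mode.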
Starred values were filed as active, the others as inactive; nt = not tested or not shown. Rule as the data show it, unless noted: active = activation above about 30%; inactive = the rest. Outcome played no part in choosing rows; 7.3% or so of the library scored in one or more.

Abbreviations: A = D2 ag; B = D1 antagonist; C = RXFP1 antagonist; D = D1 agonist; E = TRHR PAM; F = D1 potentiator; G = D2 PAM; H = D2 antagonist; I = TRHR ag
CC(=O)Nc1ccc(NC(=O)C(C)OC(=O)CN2C(=O)C3CCCCC3C2=O)cc1 (configuration not stated)
  A = 1.2	B = 1	C = -2	D = 3	E = 14	F = 0	G = -20	H = 6	I = 1.6
O=C(NCc1cccs1)c1ccc2c(c1)N(Cc1cccc(F)c1)C(=O)c1ccccc1S2
  A = 1.3	B = 8	C = -20	D = 8	E = -5	F = 0	G = 0	H = nt	I = 0.3
CN(C)c1ccc(P(=O)(OCc2ccccc2)C(O)c2ccc(Cl)cc2)cc1 (configuration not stated)
  A = -1.2	B = 2	C = -24	D = 0	E = 3	F = -1	G = 8	H = -15	I = 0.4
O=C(NCc1cccs1)c1cc(-c2cccc(Cl)c2)on1
  A = 1.9	B = 3	C = -3	D = 1	E = 4	F = 5	G = -13	H = 5	I = 0.1
CCN1CCN(C2CC(=O)NC2=O)CC1 (configuration not stated)
  A = -0.6	B = 2	C = nt	D = 5	E = 4	F = 0	G = 2	H = -5	I = -1.6
CCN(CC1COc2ccccc2O1)C(=S)NCCCN(C)C (configuration not stated)
  A = -2.0	B = -13	C = 1	D = 19	E = 1	F = -5	G = 3	H = -2	I = 1.8
CCOC(=O)C1CCN(C(=O)c2sc3ncnc(N4CCC(C)CC4)c3c2C)CC1
  A = -1.5	B = -9	C = 10	D = 2	E = -10	F = -3	G = 3	H = 13	I = -1.0
O=C(NCCc1ccccc1)c1ccc2nc(CCc3ccccc3)oc2c1
  A = -0.1	B = 0	C = -6	D = 14	E = -10	F = 1	G = nt	H = nt	I = -0.1
CC(C)N1CCc2c(sc(NC(=O)c3nc4ccccc4s3)c2C(N)=O)C1
  A = 0.7	B = -11	C = -12	D = 2	E = 0	F = -6	G = 2	H = 0	I = 0.0
N/C(=N\OC(=O)c1ccc(Cl)cc1)c1ccn[nH]1
  A = -0.4	B = 4	C = -9	D = 0	E = 12	F = 8	G = -4	H = -10	I = -1.0
CCOC(=O)CC(=O)CSc1nc2cc(C)ccc2cc1C
  A = 0.3	B = -14	C = -9	D = 2	E = -1	F = -2	G = -5	H = 3	I = 1.6
Clc1cccc(-n2ncc3c(N4CCCCCC4)ncnc32)c1
  A = -0.3	B = 6	C = -6	D = -4	E = -2	F = -1	G = -7	H = nt	I = -0.1
CCc1ccccc1NC(=O)c1cc(C2CC2)on1
  A = -0.1	B = -4	C = -6	D = 0	E = 12	F = -4	G = 0	H = 3	I = 0.0
O=C(Nc1ccc(N2CCOCC2)nc1)c1c(F)cccc1F
  A = -0.5	B = 2	C = -19	D = 4	E = -5	F = 0	G = 0	H = 10	I = 0.1
CC1CC(C)(C)NC(=O)O1 (configuration not stated)
  A = 0.5	B = 5	C = -6	D = 1	E = 6	F = 0	G = -1	H = 9	I = 0.4
OCCC1CN(C2CSCCSC2)CCN1Cc1ccccc1 (configuration not stated)
  A = -0.2	B = -6	C = -2	D = 2	E = 2	F = -3	G = -3	H = -2	I = 0.6
O=C(Nc1ccc(F)cc1)Nc1ccc(Oc2ncnc3cc(Cl)ccc23)nc1
  A = 0.9	B = 2	C = -2	D = 3	E = 9	F = 1	G = 8	H = -15	I = 0.1
CCCc1nnc(NC(=O)NCCN2C(=O)C3C4C=CC(C4)C3C2=O)s1 (configuration not stated)
  A = -0.2	B = -11	C = nt	D = 2	E = 3	F = -3	G = 9	H = -22	I = -0.4
C#CC(=O)N(c1cc(OC)ccc1OC)C(C(=O)NC1CCCC1)c1cccs1 (configuration not stated)
  A = 0.7	B = 10	C = -1	D = 0	E = -8	F = 0	G = 3	H = -8	I = -1.7
COc1cc2nc(N3CCN(C(=O)[C@@H]4CCCO4)CC3)nc(N)c2cc1OC
  A = -0.2	B = -15	C = nt	D = 2	E = 24	F = -4	G = -8	H = 11	I = -0.3
CCn1c2ccccc2c2nnc(SCCN3CCOCC3)nc21
  A = 0.6	B = 4	C = 16	D = 0	E = -3	F = 0	G = 4	H = 10	I = -0.3
O=S(=O)(NCc1cccnc1)c1ccc2ccccc2c1
  A = nt	B = 4	C = -3	D = 10	E = -3	F = nt	G = nt	H = nt	I = 0.2
C#CC(=O)N(c1ccc(OC)c(OC)c1)C(C(=O)NC1CCCC1)c1cccs1 (configuration not stated)
  A = -0.9	B = 9	C = -33	D = 1	E = -4	F = 2	G = 5	H = 24	I = -0.1
COc1ccc2[nH]c(C)c(CCN3C(=O)C4CC=CCC4C3=O)c2c1 (configuration not stated)
  A = 0.7	B = -18	C = 0	D = 1	E = 3	F = -4	G = -19	H = 0	I = 0.4
Cc1c(Cl)cccc1S(=O)(=O)N1CCC(C(=O)NNC(=O)C2CC2)CC1
  A = nt	B = 7	C = -8	D = 0	E = -2	F = -2	G = nt	H = nt	I = 0.2
CCOc1ccc(OCCN2C(=O)c3ccccc3C2=O)cc1
  A = -0.2	B = -19	C = 10	D = 0	E = 2	F = -18	G = 4	H = -2	I = 0.3
COc1ccc2oc(=O)c(-c3cn4ccc(C)cc4n3)cc2c1
  A = -0.8	B = -1	C = -11	D = 14	E = 12	F = 2	G = 0	H = -8	I = -0.2
Cc1cccc(NS(=O)(=O)c2ccc(C)c(C(N)=O)c2)c1
  A = 0.3	B = -1	C = -9	D = 1	E = 0	F = 0	G = -11	H = 5	I = 0.7
COc1ccc(CN(C)Cc2cc(=O)n3ccsc3n2)c(OC)c1OC
  A = -1.1	B = 1	C = 8	D = 3	E = -6	F = -3	G = 4	H = 1	I = 0.2
COc1ccc2nc(SC(C)C(=O)NC3(C#N)CCCCC3)[nH]c2c1 (configuration not stated)
  A = 0.2	B = -14	C = 1	D = 0	E = -2	F = 6	G = 28	H = -6	I = 0.1

Laid out differently: results already given
Values run as follows: D2 ag	D1 antagonist	RXFP1 antagonist	D1 agonist	TRHR PAM	D1 potentiator	D2 PAM	D2 antagonist	TRHR ag
CCCc1nnc(NC(=O)NCCN2C(=O)C3C4C=CC(C4)C3C2=O)s1 (configuration not stated)
 : -0.2	-11	nt	2	3	-3	9	-22	-0.4
CCOc1ccc(OCCN2C(=O)c3ccccc3C2=O)cc1
 : -0.2	-19	10	0	2	-18	4	-2	0.3
CC(=O)Nc1ccc(NC(=O)C(C)OC(=O)CN2C(=O)C3CCCCC3C2=O)cc1 (configuration not stated)
 : 1.2	1	-2	3	14	0	-20	6	1.6
O=C(NCc1cccs1)c1ccc2c(c1)N(Cc1cccc(F)c1)C(=O)c1ccccc1S2
 : 1.3	8	-20	8	-5	0	0	nt	0.3
COc1ccc2oc(=O)c(-c3cn4ccc(C)cc4n3)cc2c1
 : -0.8	-1	-11	14	12	2	0	-8	-0.2

(next part)
Abbreviations: A = D2 ag; B = D1 antagonist; C = RXFP1 antagonist; D = D1 agonist; E = TRHR PAM; F = D1 potentiator; G = D2 PAM; H = D2 antagonist; I = TRHR ag
Nc1cc2c(cc1C(=O)c1ccccc1)OCCO2
  A = -0.1	B = 11	C = 8	D = 0	E = 2	F = 8	G = -1	H = 22	I = 0.3
O=C(CN1C(=O)c2ccccc2C1=O)NCC(=O)OCC(=O)c1ccc(Br)cc1
  A = -0.7	B = 0	C = -3	D = 1	E = 5	F = -2	G = -1	H = -3	I = 0.0
CC(=O)c1ccc(N2CCN(C(=O)Cn3cnc(S(=O)(=O)N4CCCCC4)c3)CC2)cc1
  A = -3.2	B = 8	C = 3	D = 2	E = -10	F = -1	G = -6	H = -1	I = 0.4
Cc1ccc(OCc2nc3ccccc3n2CC(C)C)cc1
  A = -1.9	B = -1	C = 1	D = 1	E = 1	F = -4	G = -18	H = nt	I = -0.1
O=C(Nc1ccc(F)cc1)N1CCCC(c2nc3c(nnn3Cc3ccccc3Cl)c(=O)[nH]2)C1 (configuration not stated)
  A = -0.7	B = 2	C = 1	D = -1	E = -1	F = 2	G = 4	H = -3	I = -0.5
CCOC(=O)C1CCN(C(=O)CCS(=O)(=O)c2ccc3c(c2)CCN3C(C)=O)CC1
  A = -1.3	B = -4	C = -4	D = 1	E = -9	F = 10	G = 21	H = 22	I = -0.4
CCCCn1c(=O)[nH]c(=O)c2c(C(=O)OCC)cc(-c3ccc(OC(F)F)cc3)nc21
  A = -0.2	B = 4	C = 7	D = 4	E = -2	F = 18	G = 17	H = -6	I = -0.1
O=C(NCc1nnnn1-c1ccc(F)c(F)c1)c1ccc2c(c1)OCO2
  A = 1.6	B = 12	C = -9	D = 9	E = 3	F = -3	G = 4	H = -15	I = 0.3
O=C(CN1CCOCC1)NCCNC(=O)CN1CCOCC1
  A = 1.4	B = -2	C = -4	D = 4	E = 3	F = 6	G = 18	H = 1	I = -0.2
COC(=O)c1ccc(/C=C2/C(=O)Oc3ccccc32)cc1
  A = 0.9	B = 0	C = -7	D = 3	E = 6	F = -5	G = 15	H = -13	I = 0.8
CC1=C(C(=O)Nc2ccc(F)cc2)C(c2ccncc2)C2=C(CCCC2=O)N1 (configuration not stated)
  A = 0.0	B = 36	C = -4	D = 4	E = 1	F = -1	G = 17	H = 6	I = 0.0
Cc1ccc(-c2ccc(S(=O)(=O)Nc3cccnc3)cc2)cc1
  A = 0.2	B = -10	C = -38	D = 5	E = 14	F = -4	G = 10	H = 11	I = -0.4
COc1ccc(-c2cc(C(=O)Nc3ccccc3O)c3ccccc3n2)cc1OC
  A = 0.1	B = 6	C = 10	D = 0	E = 12	F = 0	G = 11	H = 0	I = 0.7
Cc1ccc(S(=O)(=O)N[C@H](C(=O)Oc2ccc3c(C(F)(F)F)cc(=O)oc3c2)c2ccccc2)cc1
  A = 1.2	B = -7	C = 29	D = 24	E = 0	F = 4	G = 0	H = 2	I = 13
CCO[C@@H]1OC(C(=O)NCc2ccccc2)=C[C@H](c2ccc(C(F)(F)F)cc2)[C@H]1CCCO
  A = 0.6	B = -9	C = nt	D = 6	E = -2	F = -2	G = 4	H = -23	I = 2.1
CCc1ccc(Nc2cnn(-c3nc4ccccc4s3)c(=O)c2Cl)cc1
  A = -1.5	B = -4	C = nt	D = 3	E = 5	F = 1	G = 10	H = -12	I = 0.1
Cc1cccc2c(C(=O)N3CCCCC3)cc(-c3ccccc3)nc12
  A = 0.3	B = 10	C = -14	D = 9	E = 14	F = -3	G = 12	H = -1	I = -0.2
COCCNCC(=O)NC12CC3CC(CC(C3)C1)C2
  A = 0.6	B = -4	C = -8	D = 3	E = -4	F = -3	G = 12	H = 4	I = 0.0
COCCCn1c(=O)/c(=C\c2ccccc2OC(F)F)s/c1=C(/C#N)C(=O)NC(C)C
  A = 0.5	B = -4	C = 4	D = 9	E = -1	F = -2	G = -3	H = -13	I = 1.1
CCCCn1c(=O)[nH]c(=O)c2c1nc(-c1ccsc1)n2Cc1ccccc1
  A = -2.1	B = 2	C = -8	D = 11	E = -8	F = -5	G = -5	H = 8	I = -0.6

Limited to D1 antagonist, TRHR PAM and D2 ag, for two of the compounds above:
SMILES | D1 antagonist | TRHR PAM | D2 ag
Cc1cccc2c(C(=O)N3CCCCC3)cc(-c3ccccc3)nc12 | 10 | 14 | 0.3
COCCCn1c(=O)/c(=C\c2ccccc2OC(F)F)s/c1=C(/C#N)C(=O)NC(C)C | -4 | -1 | 0.5
